Screening results as filed in PubChem.
UHRF1 MBD2 ctr: UHRF1 methylated DNA binding inhibitors, primary screen, counter-screen for MBD2 inhibitor project, biochemical, TR-FRET, human UHRF1, single concentration | inhibition, % at 4.4 µM | AID 687016, 2013 | 370,000 compounds, 0.75% hits | E3 ubiquitin-protein ligase UHRF1 (Homo sapiens), Q96T88 | UHRF1 binding to methylated oligo; in the data active means inhibition above about 21%;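 further: UHRF1 SRA domain binding a hemimethylated CpG hairpin DNA probe; 0% = median of test compound wells and 100% = reference inhibitor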
Tn6 DDE FP: inhibitors of Tn6 peptide binding to fibrin DD(E), primary screen, biochemical, fluorescence polarization, human fibrin, Tn6 probe. Fibrin DD(E) TRITC-Tn6 fluorescence polarization displacement. Fibrinogen beta chain (Homo sapiens), P02675. 370,000 compounds, 0.21% hits. inhibition, % at 8.3 µM;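 active means inhibition above a per-campaign cutoff: mean of compounds within control limits plus 3 SD, cut at about 15% in these data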;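 further: 0% = median of all compound wells on the plate and 100% = blocking peptide control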
proKLK7 act: proKLK7 zymogen activators, primary screen, biochemical, fluorescence intensity | purified proKLK7, EDANS-DABCYL substrate fluorescence; 100% is mature enzyme control, 0% vehicle | 370,000 compounds, 0.9% hits | activation, % at 7 µM | AID 652039, 2013 | Kallikrein-7 (Homo sapiens), P49862;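 active means activation above the mean of all tested compounds plus 3 SD, computed per campaign excluding outliers beyond control limits, cut at about 13% in these data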
ADAM17 inh: ADAM17 inhibitors, primary screen, biochemical, QFRET; Disintegrin and metalloproteinase domain-containing protein 17 (Homo sapiens), P78536; AID 720648, 2013; inhibition, % at 6.95 µM; 370,000 compounds, 0.83% hits; recombinant ADAM17, EDANS/DABCYL FRET peptide cleavage;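 active means inhibition above the mean of compounds lying between control limits plus 3 SD, set per campaign, cut at about 8.5% in these data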;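 further: 0% = DMSO-only wells as the low control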
PLCg1 inh: PLC-gamma1 enzyme inhibitors, primary screen, biochemical, fluorescence, purified enzyme; fluorogenic substrate; inhibition, % at 12.2 µM; 370,000 compounds, 0.84% hits; AID 720700, 2013; in the data active means inhibition above about 9.5%
DDE Tn7 FP inh: inhibitors of Tn7 peptide binding to fibrin DD(E), primary screen, biochemical, fluorescence polarization, human fibrin, Tn7 probe | FP displacement of FITC-Tn7 peptide from fibrin DD(E); 0% = median of compound wells per plate | inhibition, % at 8.3 µM | 370,000 compounds, 0.13% hits;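 active means inhibition above the mean of compounds falling within the control limits plus 3 SD of them, cut at about 14% in these data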;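 further: 0% = plate median of compound wells and 100% = 10 µM Aha-Tn7 peptide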
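assay system = human clot-derived fibrin DD(E) complex | quantity = Fibrin-DD(E) at 2 µM final | timing = 10 min preincubation, 3 h with tracer, room temperature | signal = fluorescence polarization | measure = percent inhibition | benchmarks = high control wells with 10 µM unlabelled Aha-Tn7 peptide (full inhibition) | replicates = singlicate testing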
PLC-beta3 inh: human PLC-beta3 inhibitors, primary screen, biochemical, fluorescence; Purified PLC-beta3, fluorogenic substrate; 370,000 compounds, 0.18% hits; inhibition, % at 12.2 µM; in the data active means inhibition above about 11%;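 further: 0% = median of compound wells on plate and 100% = full blocker control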
ASAP1 GAP inh: inhibitors of human ASAP1 ArfGAP activity, primary screen, biochemical, fluorescence polarization; Arf-GAP with SH3 domain, ANK repeat and PH domain-containing protein 1 (Homo sapiens), …; ASAP1-stimulated ARF1 GTP hydrolysis, GDP FP detection; inhibition, % at 16.5 µM; 360,000 compounds, 0.19% hits; AID 624377, 2012; in the data active means inhibition above about 25%;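 further: 0% = vehicle with enzyme and substrate and 100% = no enzyme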
Target sequence (Q9ULH1 325-724 limits assumed): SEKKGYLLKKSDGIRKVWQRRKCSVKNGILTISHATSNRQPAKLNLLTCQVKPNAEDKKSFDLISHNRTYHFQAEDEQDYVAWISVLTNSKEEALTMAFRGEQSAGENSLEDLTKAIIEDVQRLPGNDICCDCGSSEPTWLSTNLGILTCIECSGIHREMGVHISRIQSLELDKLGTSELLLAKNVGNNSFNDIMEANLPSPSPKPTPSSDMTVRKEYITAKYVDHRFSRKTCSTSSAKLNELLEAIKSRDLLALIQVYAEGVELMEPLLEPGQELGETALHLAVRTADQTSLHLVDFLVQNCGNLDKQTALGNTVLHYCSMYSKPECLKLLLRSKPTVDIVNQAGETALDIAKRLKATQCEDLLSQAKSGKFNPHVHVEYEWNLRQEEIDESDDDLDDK
ARFGAP1 inh: inhibitors of rat ARFGAP1 GAP activity, primary screen, biochemical, fluorescence polarization, GDP tracer | ADP-ribosylation factor GTPase-activating protein 1 (Rattus norvegicus), Q62848 | Arfgap1-stimulated ARF1 GTP hydrolysis, GDP FP detection | inhibition, % at 16.5 µM | 360,000 compounds, 0.26% hits;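 active means inhibition above a per-plate limit, mean inhibition of low control wells plus 3 SD, cut at about 25% in these data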;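 further: 0% = DMSO wells with enzyme and 100% = wells lacking Arfgap1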
Target sequence (Q62848 1-136 limits assumed): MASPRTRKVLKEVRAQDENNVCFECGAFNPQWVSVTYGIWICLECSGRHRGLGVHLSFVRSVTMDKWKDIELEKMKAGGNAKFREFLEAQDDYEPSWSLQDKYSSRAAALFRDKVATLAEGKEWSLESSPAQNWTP
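Material – truncated rat Arfgap1 GAP domain · Buffer or medium – HEPES-based buffer, pH 7.5 · Reagent – human ARF1(Δ1-17)-GTP substrate · Dosing – 16.5 µM single point, 1.26% DMSO · Schedule – GTP hydrolysis reaction 2 h at 25 °C · Technique – GDP detection by fluorescence polarization · Benchmarks – No-Arfgap1 wells (100%) versus DMSO full-reaction wells (0%) · Repeats – single replicate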
MBD2 inh: inhibitors of MBD2 binding to methylated DNA, primary screen, biochemical, TR-FRET, DNA-binding domain, human. Methyl-CpG-binding domain protein 2 (Homo sapiens), Q9UBB5. MBD2 binding to methylated oligonucleotide. inhibition, % at 4.4 µM. 370,000 compounds, 0.31% hits. AID 686964, 2013; in the data active means inhibition above about 13%
Target sequence (Q9UBB5 whole entry, looked up, the tested form may be a part): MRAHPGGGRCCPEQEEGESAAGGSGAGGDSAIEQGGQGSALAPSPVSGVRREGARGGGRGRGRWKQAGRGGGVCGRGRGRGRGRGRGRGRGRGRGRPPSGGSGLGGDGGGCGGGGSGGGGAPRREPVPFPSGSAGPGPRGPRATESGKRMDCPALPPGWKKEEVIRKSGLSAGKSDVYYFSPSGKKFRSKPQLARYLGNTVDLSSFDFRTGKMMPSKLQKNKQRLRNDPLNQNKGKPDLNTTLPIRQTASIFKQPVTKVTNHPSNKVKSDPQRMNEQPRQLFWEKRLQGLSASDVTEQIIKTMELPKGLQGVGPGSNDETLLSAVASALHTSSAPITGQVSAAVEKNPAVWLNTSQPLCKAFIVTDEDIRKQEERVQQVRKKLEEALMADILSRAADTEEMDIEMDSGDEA
* marks the source's active call; other numbers are inactive results; i = inactive; x = no result given.

SMILES | UHRF1 MBD2 ctr | Tn6 DDE FP | proKLK7 act | ADAM17 inh | PLCg1 inh | DDE Tn7 FP inh | PLC-beta3 inh | ASAP1 GAP inh | ARFGAP1 inh | MBD2 inh
O=C(Nc1ccc2c(c1)OCCO2)C(C1CC1)n1c(=O)c(-c2cc3ccccc3[nH]2)nc2ccccc21 (stereo not given) | 17 | -5 | -80 | -106 | i | -3 | i | 4 | 17 | 1
COC(=O)C(C)Sc1nc2c(cnn2-c2ccc(Cl)cc2)c(=O)[nH]1 (stereo not given) | 0 | 1 | 0.1 | 3 | 4 | -2 | 1 | 2 | 4 | 5
O=C(NO)c1ccc(OC(F)F)cc1 | 2 | 2 | 0.1 | 15* | 4 | 0 | 7 | 1 | -12 | 2
CCOc1ccc(-c2cc(C(=O)OC)c3n(c2=O)CCC3)cc1 | -1 | 5 | 2.4 | -90 | -50 | 2 | -63 | x | x | 3
O=C(NCCCn1ccnc1)c1cccc(Cl)c1 | 1 | -5 | 0.4 | -2 | 2 | -6 | -5 | -12 | 7 | 4
COc1ccc(NC(=O)C2CCCC2)cc1S(=O)(=O)N1CCOCC1 | -4 | -3 | 0.5 | -7 | 0 | 2 | -7 | -9 | -2 | -2
COc1ccc(C(=O)OCC(=O)NC(C)CCc2ccccc2)cc1OC (stereo not given) | 0 | 7 | -0.4 | -1 | 3 | 1 | 8 | 4 | 14 | -3
O=C1c2ccccc2NC(c2cccc(O)c2)N1c1ccccc1 (stereo not given) | 0 | 7 | 44* | -267 | -474 | 1 | i | 10 | -10 | 2
c1ccc2n[nH]nc2c1 | 0 | 0 | -0.2 | -1 | 3 | 1 | 4 | 2 | -6 | -3
O=C1CC(c2cccc(Cl)c2)c2cc3c(cc2N1)CCC3 (stereo not given) | 0 | -6 | -0.6 | 7 | 1 | -2 | 1 | 0 | -11 | 2
O=C(NCCN1C(=O)S/C(=C\c2ccccc2F)C1=O)C1CC(=O)N(Cc2ccccc2)C1 (stereo not given) | -1 | -2 | -0.5 | 3 | -3 | -3 | -7 | 18 | 13 | -4
O=C(c1cn(-c2ccccc2)nc1-c1cccc([N+](=O)[O-])c1)N1CCCCC1 | 0 | -1 | 0.8 | 0 | 0 | 4 | 1 | -11 | -8 | 1
C[C@@H]1Cn2cnc(C(=O)N[C@@H](Cc3c[nH]c4ccccc34)C(=O)OC(C)(C)C)c2C(=O)N1 | 2 | -3 | 0.9 | -1 | -1 | -1 | -5 | 10 | 4 | 9
O=C(NCCCn1ccnc1)C(=O)NCc1ccccc1 | -2 | -2 | -0.3 | -1 | 3 | -5 | 5 | 4 | -3 | -2
O=C(COc1ccc2c(-c3ccccc3)cc(=O)oc2c1)NCCCN1CCOCC1 | 0 | 0 | -0.6 | 3 | -3 | -2 | -19 | -4 | -10 | 0
CCOC(=O)c1c(NC(=O)/C=C/c2ccc3c(c2)OCO3)sc(C)c1CC | -2 | -2 | -0.1 | -5 | -8 | 3 | -7 | 15 | -1 | 0
C=CCN(c1nc(C)c(Br)c(OC)n1)S(=O)(=O)c1ccc(C)cc1 | -1 | 1 | 0.0 | 4 | -4 | 2 | -9 | -12 | -2 | -1
COC(=O)C1CCN(C(=O)/C(C)=C\c2ccccc2)CC1 | 4 | -9 | 0.1 | -3 | -1 | 6 | -6 | -1 | 6 | 7
CC(C)N1C(=O)S/C(=C\c2ccc(-c3ccc(Cl)c(C(=O)O)c3)o2)C1=O | 37* | 7 | -0.2 | 0 | -43 | -8 | -61 | -8 | 5 | 0
Nc1c(Br)cc(Br)c2c1C(=O)c1c(cccc1S(=O)(=O)O)C2=O | -5 | 0 | 0.7 | -1 | -2 | -5 | -1 | -6 | 2 | -17
Cc1ccc2c(=O)[nH]c(Nc3nc(C)cc(-c4ccccc4)n3)nc2c1 | -3 | 2 | 0.3 | 1 | 11* | 4 | -4 | 2 | 0 | 2
CC(=O)N(CCCN(C)C)Cc1ccccn1 | 2 | -5 | 0.5 | -3 | -1 | 5 | -6 | -2 | -1 | 2
O=C(Nc1cccc2nsnc12)C1CC(=O)N(c2ccccc2)C1 (stereo not given) | 2 | -9 | 1.9 | -17 | -336 | -4 | -377 | -14 | 12 | -3
CCN(CC)CCSc1nnc2c3cc(C)ccc3n(Cc3ccccc3)c2n1 | -1 | 3 | 0.1 | 2 | -5 | 6 | -17 | -15 | -8 | -8
Cc1cc(C)nc(N(C#N)Cc2ccc([N+](=O)[O-])cc2)n1 | 7 | -3 | -0.2 | 1 | 2 | -3 | 3 | 8 | 14 | 1
Cc1cc(C)c2c(=N)c3ccccc3n(CCCCCCCCn3c4ccccc4c(=N)c4c(C)cc(C)nc43)c2n1 | 41* | -12 | 37* | -141 | i | 1 | i | 9 | 26* | 28*
CC(C)CC(C(=O)NC(C)(C)C)N(Cc1ccccc1Cl)C(=O)c1snc(C(N)=O)c1N (stereo not given) | 1 | -7 | -0.6 | -6 | -6 | -10 | -10 | -1 | -1 | -2
Cc1ccc(CN2C(=O)CSCC2(C)C(=O)NCc2ccccc2)cc1 (stereo not given) | -3 | 3 | 0.8 | 0 | 3 | 6 | 5 | 13 | 2 | 2
COc1ccc(-c2cn[nH]c2-c2ccc(O)cc2O)cc1OC | -2 | -2 | -1.4 | -2 | -3 | -2 | -14 | -6 | 2 | 6
Cc1cccc(NC(=S)NCc2cccs2)c1C | 0 | 8 | 0.1 | 5 | 3 | -3 | 3 | 3 | 4 | 0
CC(Oc1ccccc1)C(=O)OCC(=O)NC(=O)NCc1ccco1 (stereo not given) | 1 | -6 | -0.1 | 2 | -6 | 0 | -11 | -8 | -4 | 0
CNc1cccc(-c2cc(OC)c(OC)c(OC)c2)n1 | -2 | 2 | 0.1 | -18 | -7 | -8 | -7 | -7 | 2 | -3
O=C(NN1C(=O)c2ccc3c4c(ccc(c24)C1=O)CC3)c1ccc(Br)cc1 | 1 | -6 | 1.1 | -163 | -21 | -4 | -28 | -2 | 0 | 2
O=C1NC[C@H](CCCCN2C[C@H](Cc3ccccc3)N(Cc3ccccc3)C(=O)C2=O)N(CCC2CCCCC2)C1=O | 9 | 0 | -0.2 | -3 | 2 | -8 | 2 | 10 | -4 | 1
N#C/C(=C\c1cccnc1)C(=O)Nc1ccc(S(N)(=O)=O)cc1 | 1 | 7 | 0.2 | -5 | -5 | 1 | -13 | 2 | -1 | 6
CC(=O)N1c2ccc(S(=O)(=O)CCC(=O)O)cc2CC1C (stereo not given) | -1 | -3 | 0.1 | 0 | 0 | -2 | 3 | 3 | 10 | -6
CCCn1cnnc1CNC(=O)[C@H]1O[C@@H](n2cnc3c(N)ncnc32)[C@H](O)[C@@H]1O | 1 | 4 | 0.0 | -6 | -1 | 3 | 2 | -7 | -6 | -1
CCOC(=O)CC[C@H](NC(=O)Cn1cc(C)c(=O)[nH]c1=O)C(=O)OCC | -1 | 0 | -1.2 | 2 | 1 | -4 | 8 | 0 | 10 | 0
Cc1ccc(S(=O)(=O)c2nc(S(C)(=O)=O)sc2N2CCC(C)CC2)cc1 | 5 | -6 | -0.9 | -6 | 5 | -1 | -8 | 1 | 1 | 9
Nc1nccnc1C(=O)OCC(=O)c1ccc[nH]1 | -1 | -1 | -5.5 | i | -260 | 5 | -257 | -4 | 5 | 3
COC(=O)c1ccccc1NC(=O)NCc1ccc2c(c1)OCO2 | 1 | 4 | -1.0 | 1 | 4 | -8 | -2 | -8 | -10 | -1

Structural class: the compounds so far with an NH in an aromatic ring (8)
SMILES | UHRF1 MBD2 ctr | Tn6 DDE FP | proKLK7 act | ADAM17 inh | PLCg1 inh | DDE Tn7 FP inh | PLC-beta3 inh | ASAP1 GAP inh | ARFGAP1 inh | MBD2 inh
O=C(Nc1ccc2c(c1)OCCO2)C(C1CC1)n1c(=O)c(-c2cc3ccccc3[nH]2)nc2ccccc21 (stereo not given) | 17 | -5 | -80 | -106 | i | -3 | i | 4 | 17 | 1
COC(=O)C(C)Sc1nc2c(cnn2-c2ccc(Cl)cc2)c(=O)[nH]1 (stereo not given) | 0 | 1 | 0.1 | 3 | 4 | -2 | 1 | 2 | 4 | 5
c1ccc2n[nH]nc2c1 | 0 | 0 | -0.2 | -1 | 3 | 1 | 4 | 2 | -6 | -3
C[C@@H]1Cn2cnc(C(=O)N[C@@H](Cc3c[nH]c4ccccc34)C(=O)OC(C)(C)C)c2C(=O)N1 | 2 | -3 | 0.9 | -1 | -1 | -1 | -5 | 10 | 4 | 9
Cc1ccc2c(=O)[nH]c(Nc3nc(C)cc(-c4ccccc4)n3)nc2c1 | -3 | 2 | 0.3 | 1 | 11* | 4 | -4 | 2 | 0 | 2
COc1ccc(-c2cn[nH]c2-c2ccc(O)cc2O)cc1OC | -2 | -2 | -1.4 | -2 | -3 | -2 | -14 | -6 | 2 | 6
CCOC(=O)CC[C@H](NC(=O)Cn1cc(C)c(=O)[nH]c1=O)C(=O)OCC | -1 | 0 | -1.2 | 2 | 1 | -4 | 8 | 0 | 10 | 0
Nc1nccnc1C(=O)OCC(=O)c1ccc[nH]1 | -1 | -1 | -5.5 | i | -260 | 5 | -257 | -4 | 5 | 3
